High-throughput results deposited in PubChem by several laboratories.
UBC9 SUMO inh: inhibitors of human SUMOylation (UBC9); P63279; inhibition, % at 35 µM; 0.36% of 290,000 active; HTRF SUMOylation assay, SAE1/SAE2 + UBC9, in vitro; in the data active = inhibition above about 50%, passing the limit was not always enough; also: strong numbers were not always called active
Target sequence (P63279 whole entry, looked up): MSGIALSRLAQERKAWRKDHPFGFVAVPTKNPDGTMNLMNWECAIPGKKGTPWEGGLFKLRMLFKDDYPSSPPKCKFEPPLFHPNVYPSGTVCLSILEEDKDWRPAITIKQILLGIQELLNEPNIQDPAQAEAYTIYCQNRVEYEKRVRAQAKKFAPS
DNA FID counter: displaces DNA intercalator in HCV helicase counter-screen; 0.17% of 290,000 active; inhibition, % at 7.9 µM; DNA fluorescent intercalator displacement, fluorescence; in the data active = inhibition above about 37%;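 also: 0% = vehicle and 100% = reference compound; higher means more ethidium bromide displaced from hairpin DNA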
MEKK2mut PB1 HTS: signal of MEK5 binding to mutant human MEKK2 PB1 domain; bead flow cytometry, Alexa488-MEK5 binding to MEKK2 mutant; percent response, % at 10 µM; 0.35% of 290,000 active; in the data active = percent response above about 24%, passing the limit was not always enough; also: inactives centre near 1; some results filed as inactive read as strong as hits
VIM-2 inh: blocks Pseudomonas aeruginosa VIM-2 metallo-beta-lactamase. purified VIM-2, nitrocefin hydrolysis, epi-absorbance fluorescence. inhibition, % at 5.6 µM. 0.89% of 290,000 active. AID 1527;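 active = inhibition above the mean of all tested compounds plus 3 SD, cutoff set per screening run, cut at about 7.5% in these data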;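 also: red hydrolysis product quenches plate fluorescence so inhibitors raise well fluorescence; 0% = enzyme with DMSO and 100% = DMSO without enzyme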
MEKK2 WT-MEK5: raises or lowers MEK5 binding to wildtype human MEKK2 PB1 domain; Q9Y2U5; 1.1% of 290,000 active; binding response (% of control), % at 10 µM; bead flow cytometry, Alexa488-MEK5 binding to MEKK2 WT; actives lie on both sides; AID 1531; in the data active = binding response below about 67% or above about 130%
NALP1 yeast inh: blocks the NALP1 inflammasome reconstituted in yeast; S. cerevisiae NALP1/ASC/caspase-1 growth, X-gal OD620, 72 h; inhibition, % at 10 µM; 0.61% of 280,000 active; in the data active = inhibition mostly above about 24%, no sharp cut-off; inactive = mostly below about 32%; also: some compounds called inactive have numbers as strong as hits
HCV NS3 hel inh: inhibitors of Hepatitis C virus NS3 helicase; NS3 helicase DNA unwinding, Cy5 molecular beacon fluorescence; inhibition, % at 10.9 µM; 0.56% of 290,000 active; AID 1800;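 active = inhibition above the mean of all tested compounds plus 3 SD, set per campaign, cut at about 35% in these data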;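 also: 0% = DMSO wells and 100% = thioflavine S control wells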
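Measured by: Cy5 fluorescence, 0 and 60 min reads / Assay system: NS3 helicase fragment of HCV / Control set: low DMSO, high thioflavine S at 110 µM / Times: 1 h reaction at 25 °C, ATP-initiated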
M18AAP inhibitor: PfM18AAP enzyme inhibition; inhibition, % at 7.35 µM; recombinant PfM18AAP, H-Glu-NHMec fluorogenic cleavage; 1.2% of 290,000 active;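 active = inhibition above the campaign mean inhibition over all tested compounds plus 3 SD, cut at about 28% in these data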;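 also: 0% = plate median of test compound wells and 100% = 2 mM ZnCl2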
IMP-1 inh: inhibitors of Pseudomonas aeruginosa IMP-1 metallo-beta-lactamase; 0.45% of 290,000 active; inhibition, % at 5.6 µM; purified IMP-1, nitrocefin hydrolysis, epi-absorbance fluorescence;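 active = inhibition above the mean plus 3 SD of all compounds in the same screening run, cut at about 4.5% in these data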;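 also: 0% = IMP-1 with DMSO and 100% = DMSO wells lacking enzyme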
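System – purified recombinant IMP-1 beta-lactamase · Input – IMP-1 dispensed at 0.2 nM · Timing – 15 min preincubation plus 25 min reaction at 25 °C · Signal – Epi-absorbance fluorescence, 480 nm excitation, 530 nm emission · Measure – percent IMP-1 inhibition derived from blank-referenced optical density · Controls – Enzyme-plus-DMSO low control, enzyme-free DMSO high control · Replication – singlicate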
Active calls of the source: *.

How did COc1ccc(NC(=O)Cn2nnc(-c3ccccc3NS(=O)(=O)c3ccccc3)n2)cc1 do in these assays?
UBC9 SUMO inh: -30; DNA FID counter: -2; MEKK2mut PB1 HTS: -1; VIM-2 inh: -3.1; MEKK2 WT-MEK5: 127; NALP1 yeast inh: -17; HCV NS3 hel inh: -22; M18AAP inhibitor: 6; IMP-1 inh: -0.8

What do the screens show for `COc1ccc2[nH]c(=O)c(CN(CC3CCCO3)S(=O)(=O)c3ccccc3F)cc2c1` (stereo not drawn)?
UBC9 SUMO inh: 2; DNA FID counter: -33; MEKK2mut PB1 HTS: -2; VIM-2 inh: -0.8; MEKK2 WT-MEK5: 94; NALP1 yeast inh: -7; HCV NS3 hel inh: -3; M18AAP inhibitor: 6; IMP-1 inh: -3.0

What do the screens show for `Cc1nnc(SCC(=O)Nc2ccccc2)[nH]c1=O`?
UBC9 SUMO inh: 27; DNA FID counter: 0; MEKK2mut PB1 HTS: 5; VIM-2 inh: 1.4; MEKK2 WT-MEK5: 100; NALP1 yeast inh: 5; HCV NS3 hel inh: -14; M18AAP inhibitor: 3; IMP-1 inh: -0.3

How did O=C(Nc1ccc2c(c1)CCC2)Nc1ccc2c(c1)OCO2 do in these assays?
UBC9 SUMO inh: 18; DNA FID counter: -3; MEKK2mut PB1 HTS: -13; VIM-2 inh: -0.5; MEKK2 WT-MEK5: 88; NALP1 yeast inh: 13; HCV NS3 hel inh: -1; M18AAP inhibitor: 0; IMP-1 inh: -2.9

What do the screens show for `O=C(CN(Cc1ccccc1)C(=O)c1csnn1)NCc1ccccc1`?
UBC9 SUMO inh: 7; DNA FID counter: -5; MEKK2mut PB1 HTS: 5; VIM-2 inh: -2.9; MEKK2 WT-MEK5: 126; NALP1 yeast inh: -9; HCV NS3 hel inh: 0; M18AAP inhibitor: -9; IMP-1 inh: -3.4

How did CC(C)(C)OC(=O)N1CCCC(C(=O)CC#N)C1 (stereo not drawn) do in these assays?
UBC9 SUMO inh: -32; DNA FID counter: -33; MEKK2mut PB1 HTS: -6; VIM-2 inh: -1.5; MEKK2 WT-MEK5: 91; NALP1 yeast inh: -3; HCV NS3 hel inh: 9; M18AAP inhibitor: -7; IMP-1 inh: -1.7

How did O=C(N(c1ccccc1)c1ccccc1)N(c1ccccc1)c1ccccc1 do in these assays?
UBC9 SUMO inh: 0; DNA FID counter: -34; MEKK2mut PB1 HTS: 20; VIM-2 inh: -0.1; MEKK2 WT-MEK5: 100; NALP1 yeast inh: 16; HCV NS3 hel inh: -14; M18AAP inhibitor: -3; IMP-1 inh: -0.4

How did O=C(NNC1=NS(=O)(=O)c2ccccc21)c1ccc(Cl)cc1 do in these assays?
UBC9 SUMO inh: 17; DNA FID counter: 2; MEKK2mut PB1 HTS: 0; VIM-2 inh: -3.2; MEKK2 WT-MEK5: 110; NALP1 yeast inh: 6; HCV NS3 hel inh: 3; M18AAP inhibitor: 6; IMP-1 inh: -2.3

What do the screens show for `O=C(CN1CCCC1)Nc1ccc(Br)cc1[N+](=O)[O-]`?
UBC9 SUMO inh: -9; DNA FID counter: 6; MEKK2mut PB1 HTS: 0; VIM-2 inh: 0.1; MEKK2 WT-MEK5: 100; NALP1 yeast inh: -8; HCV NS3 hel inh: 0; M18AAP inhibitor: -1; IMP-1 inh: -2.3

What do the screens show for `Cc1cc(C)c(S(=O)(=O)Nc2ccc(Cl)cn2)c(C)c1`?
UBC9 SUMO inh: -12; DNA FID counter: -17; MEKK2mut PB1 HTS: 11; VIM-2 inh: -1.4; MEKK2 WT-MEK5: 107; NALP1 yeast inh: 16; HCV NS3 hel inh: 10; M18AAP inhibitor: -1; IMP-1 inh: -4.4

Results for O=C(Nc1ncc(Cc2cccc(C(F)(F)F)c2)s1)C1CCCO1 (stereo not drawn) ?
UBC9 SUMO inh: -1; DNA FID counter: -23; MEKK2mut PB1 HTS: 3; VIM-2 inh: -2.0; MEKK2 WT-MEK5: 109; HCV NS3 hel inh: -12; M18AAP inhibitor: -8; IMP-1 inh: -2.2

How did Cc1cc(=O)n2nc(N3CCC(C(=O)NCc4cccc(Br)c4)CC3)sc2n1 do in these assays?
UBC9 SUMO inh: 5; DNA FID counter: -38; MEKK2mut PB1 HTS: 3; VIM-2 inh: -4.2; MEKK2 WT-MEK5: 101; NALP1 yeast inh: -13; HCV NS3 hel inh: 10; M18AAP inhibitor: 8; IMP-1 inh: -4.0

Results for COc1ccc(/C=N/Nc2nc3ccccc3o2)cc1O ?
UBC9 SUMO inh: 2; DNA FID counter: -1; MEKK2mut PB1 HTS: 0; VIM-2 inh: -2.2; MEKK2 WT-MEK5: 92; NALP1 yeast inh: -4; HCV NS3 hel inh: -5; M18AAP inhibitor: 50*; IMP-1 inh: -4.5

What do the screens show for `O=C(Nc1cccc(Oc2ccc(C(=O)O)c(C(=O)O)c2)c1)c1ccc(-c2ccccc2)cc1`?
UBC9 SUMO inh: 21; DNA FID counter: -8; MEKK2mut PB1 HTS: 4; VIM-2 inh: 1.3; MEKK2 WT-MEK5: 103; HCV NS3 hel inh: 24; M18AAP inhibitor: 1; IMP-1 inh: 2.3

What do the screens show for `COc1cc(/C=C/CO)cc(OC)c1OC/C=C(\C)CCC=C(C)C`?
UBC9 SUMO inh: 12; MEKK2mut PB1 HTS: 2; MEKK2 WT-MEK5: 100; NALP1 yeast inh: -13

How did COc1ccccc1NC(=O)CN1C(=O)COc2ccc(C)cc21 do in these assays?
UBC9 SUMO inh: 14; DNA FID counter: -16; MEKK2mut PB1 HTS: 6; VIM-2 inh: -2.6; MEKK2 WT-MEK5: 110; NALP1 yeast inh: -4; HCV NS3 hel inh: 17; M18AAP inhibitor: 5; IMP-1 inh: -2.6

How did Cc1c(NC(=O)c2cccs2)cccc1[N+](=O)[O-] do in these assays?
UBC9 SUMO inh: 5; DNA FID counter: -1; MEKK2mut PB1 HTS: 4; VIM-2 inh: -1.8; MEKK2 WT-MEK5: 104; NALP1 yeast inh: -11; HCV NS3 hel inh: -2; M18AAP inhibitor: -10; IMP-1 inh: -2.5

What do the screens show for `Cc1ccccc1-n1c(SCC(=O)N/N=C/c2sccc2C)nc2ccccc2c1=O`?
UBC9 SUMO inh: -10; DNA FID counter: -10; MEKK2mut PB1 HTS: 0; VIM-2 inh: -0.6; MEKK2 WT-MEK5: 105; NALP1 yeast inh: -6; HCV NS3 hel inh: -3; M18AAP inhibitor: 1; IMP-1 inh: -1.0

How did O=C(c1ccccc1Cc1ccccc1)N1CCN(S(=O)(=O)c2ccccc2)CC1 do in these assays?
UBC9 SUMO inh: -6; DNA FID counter: -57; MEKK2mut PB1 HTS: -3; VIM-2 inh: -3.0; MEKK2 WT-MEK5: 97; NALP1 yeast inh: 12; HCV NS3 hel inh: -8; M18AAP inhibitor: 3; IMP-1 inh: -3.1

What do the screens show for `CC(=O)c1ccccc1NC(=O)CSc1nnc2ccccn12`?
UBC9 SUMO inh: 3; DNA FID counter: -2; VIM-2 inh: -1.9; NALP1 yeast inh: 11; HCV NS3 hel inh: 4; M18AAP inhibitor: -1; IMP-1 inh: -3.1

What do the screens show for `COc1ccccc1NC(C)=O`?
UBC9 SUMO inh: 14; DNA FID counter: -18; MEKK2mut PB1 HTS: 6; VIM-2 inh: 0.9; MEKK2 WT-MEK5: 107; NALP1 yeast inh: -17; HCV NS3 hel inh: -1; M18AAP inhibitor: -8; IMP-1 inh: -1.1

How did CC(=O)NC(=O)Nc1sc(=S)n(C)c1C do in these assays?
UBC9 SUMO inh: 19; DNA FID counter: -2; MEKK2mut PB1 HTS: 6; VIM-2 inh: -1.6; MEKK2 WT-MEK5: 108; NALP1 yeast inh: 5; HCV NS3 hel inh: -6; M18AAP inhibitor: 1; IMP-1 inh: -2.1

How did CCOC(=O)c1c(CN2CCN(c3ccccc3)CC2)oc2ccc(O)cc12 do in these assays?
UBC9 SUMO inh: 19; DNA FID counter: -21; MEKK2mut PB1 HTS: 10; VIM-2 inh: -0.8; MEKK2 WT-MEK5: 102; NALP1 yeast inh: 23; HCV NS3 hel inh: -11; M18AAP inhibitor: -12; IMP-1 inh: -1.4

Results for COc1ccc(/C=C/C(=O)c2cc(Br)ccc2O)cc1OC ?
UBC9 SUMO inh: 13; DNA FID counter: -3; MEKK2mut PB1 HTS: -1; VIM-2 inh: -0.8; MEKK2 WT-MEK5: 97; NALP1 yeast inh: -6; HCV NS3 hel inh: -1; M18AAP inhibitor: 0; IMP-1 inh: -2.5

What do the screens show for `Cc1ccc(C(C(=O)NCc2ccccc2)N(Cc2cccs2)C(=O)c2ccc3c(c2)OCCO3)cc1` (stereo not drawn)?
UBC9 SUMO inh: -11; DNA FID counter: -30; MEKK2mut PB1 HTS: 1; VIM-2 inh: 0.5; MEKK2 WT-MEK5: 94; NALP1 yeast inh: 25; HCV NS3 hel inh: -10; M18AAP inhibitor: -8; IMP-1 inh: -2.0

How did Cc1nnc(NC(=O)c2oc3c(ccc4ccccc43)c2C)s1 do in these assays?
UBC9 SUMO inh: -20; DNA FID counter: -6; MEKK2mut PB1 HTS: 1; VIM-2 inh: -0.9; MEKK2 WT-MEK5: 98; NALP1 yeast inh: 2; HCV NS3 hel inh: 4; M18AAP inhibitor: 2; IMP-1 inh: -2.3

Results for Cc1nc2ccc(NC(=O)N3CCC(c4ccccc4)C3)cc2nc1C (stereo not drawn) ?
UBC9 SUMO inh: 30; DNA FID counter: -21; MEKK2mut PB1 HTS: 14; VIM-2 inh: -2.0; MEKK2 WT-MEK5: 111; NALP1 yeast inh: -10; HCV NS3 hel inh: -8; M18AAP inhibitor: -8; IMP-1 inh: -2.1

What do the screens show for `COc1cccc(OC)c1C(=O)N1CCN(S(=O)(=O)c2ccccc2)CC1`?
UBC9 SUMO inh: 15; DNA FID counter: -12; MEKK2mut PB1 HTS: 2; VIM-2 inh: -3.4; MEKK2 WT-MEK5: 101; HCV NS3 hel inh: 6; M18AAP inhibitor: 1; IMP-1 inh: -2.4

Results for Cc1cc(N2CC34C=CC(O3)C(C(=O)O)C4C2=O)no1 (stereo not drawn) ?
UBC9 SUMO inh: -3; DNA FID counter: 5; MEKK2mut PB1 HTS: 2; VIM-2 inh: 1.0; MEKK2 WT-MEK5: 94; NALP1 yeast inh: 10; HCV NS3 hel inh: 1; M18AAP inhibitor: -2; IMP-1 inh: -5.0

What do the screens show for `CN(C)/C=C/C(=O)c1ccccc1F`?
UBC9 SUMO inh: 13; DNA FID counter: -2; MEKK2mut PB1 HTS: 6; VIM-2 inh: -7.3; MEKK2 WT-MEK5: 100; NALP1 yeast inh: 27; HCV NS3 hel inh: 9; M18AAP inhibitor: -1; IMP-1 inh: -1.2

What do the screens show for `CCC1COCCS(=O)(=O)N1Cc1ccc(C)cc1` (stereo not drawn)?
UBC9 SUMO inh: -3; DNA FID counter: -11; MEKK2mut PB1 HTS: -7; VIM-2 inh: 0.8; MEKK2 WT-MEK5: 99; NALP1 yeast inh: 31; HCV NS3 hel inh: -9; M18AAP inhibitor: -5; IMP-1 inh: 0.9
